Compound activity (PubChem)
FUS suppressor: suppressors of FUS proteinopathy in yeast; S. cerevisiae FUS-expressing, growth rescue, OD600, 24 h; Potency, µM (doses to about 76.6 µM), without a hit: top-dose growth rescue (activation), hits mostly activators; 0.24% of 390,000 active; AID 1347120;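 note: potency is the fitted concentration of half-maximal effect; plate controls were DMSO vehicle for no effect and reference control for full effect; nearly all actives have a fitted effect of over 55% in size; some results filed as inactive show a strong effect at the top dose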
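Restored growth of FUS-toxic S. cerevisiae, read as 600 nm absorbance after 24 h at 30C in galactose medium (starting OD 0.005). Controls CP55940 and DMSO.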
EPAC2 antag: EPAC2 (human) antagonism. Q8WZA2. EPAC2 GEF exchange of Rap1B-BODIPY-GDP, fluorescence. Potency, µM (series often up to 114 µM), inactives show top-dose activity, negative = inhibition, hits mostly inhibitors. 0.18% of 360,000 active; note: potency is the fitted concentration of half-maximal effect; % is set by controls: 0 for no effect and ±100 for the full control effect; nearly all actives have a fitted effect of over 45% in size; many of its hits are not listed in these tables
EPAC2 ag: EPAC2 (human) agonism. AID 720711. Potency, µM (doses to about 154 µM), without a hit: top-dose activation, most hits filed as activators. Q8WZA2. EPAC2 activation, biochemical qHTS; response scale: 100% = 6.5 mM cAMP response. 0.079% of 360,000 active; note: potency is the fitted concentration of half-maximal effect; nearly all actives have a fitted effect of over 50% in size
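Compounds were added across a concentration range to EPAC2 (100 nM), RAP1B-BODIPY-GDP (250 nM) and GDP (50 uM). After 5 min at room temperature, fluorescence was recorded at 5-min intervals for 30 min.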
D3 antag: D3 dopamine receptor (human) antagonism. P35462. 2.5% of 360,000 active. max response, negative = inhibition, %. D3R cells, DiscoveRx beta-arrestin luminescence, antagonist mode; hits give low values; in the data active = max response below about -50%; inconclusive = no clear call, values can overlap the other calls; note: % is set by controls: 0 for no effect and ±100 for the full control effect; mostly tested at two doses, the higher about 12 µM
Target sequence (P35462 whole entry, looked up): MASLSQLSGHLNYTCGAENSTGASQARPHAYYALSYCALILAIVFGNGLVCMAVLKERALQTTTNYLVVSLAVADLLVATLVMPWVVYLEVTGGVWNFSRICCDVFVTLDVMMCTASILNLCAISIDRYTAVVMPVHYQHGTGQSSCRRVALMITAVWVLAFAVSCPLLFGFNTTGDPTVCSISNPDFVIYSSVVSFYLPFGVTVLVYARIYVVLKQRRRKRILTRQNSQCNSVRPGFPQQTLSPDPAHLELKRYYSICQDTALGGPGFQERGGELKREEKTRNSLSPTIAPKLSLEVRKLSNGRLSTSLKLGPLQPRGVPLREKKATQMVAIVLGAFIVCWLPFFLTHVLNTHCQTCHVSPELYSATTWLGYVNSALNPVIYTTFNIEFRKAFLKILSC
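Cells expressing the human receptor were seeded at 1500 cells/well, incubated overnight at 37 degrees C in 5% CO2, then exposed to library compounds with dopamine controls for 90 minutes at 37 degrees C before luminescent detection.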
DRD3 agonist: activates the human D3 dopamine receptor. D3R DiscoveRx beta-arrestin cells, luminescence, 90 min. 0.58% of 410,000 active. P35462. max activation, %; in the data active = max activation above about 30%; note: 0% is about no effect; mostly tested at two doses, the higher about 12 µM
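Agonist mode: compounds and dopamine controls were applied to plated cells for 90 min at 37 degrees C after an overnight attachment at 1500 cells/well. Luminescent read-out followed 30 - 60 minutes at room temperature with DiscoveRx detection reagent.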
TDP-43 yeast inh: rescues yeast growth from TDP-43 toxicity. TDP-43 expressing yeast growth rescue, BacTiter-Glo, 24 h. Potency, µM (top dose mostly 46.1 µM), for the others: top-dose growth rescue (activation), usual class: activators. 1.8% of 410,000 active. AID 652104; note: potency is the fitted concentration of half-maximal effect; % of control where 0% means no effect; nearly all actives have a fitted effect of over 50% in size
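Yeast expressing TDP-43 (pregrown in raffinose, seeded at OD600=0.02 in galactose medium) exposed to compounds 24 hr at 30 deg C. Growth read by BacTiter-Glo luminescence; rescue of toxicity appears as increased signal.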
Abeta rescue: compounds reversing amyloid beta toxicity in yeast; AID 1347071; Potency, µM (highest dose often 46.1 µM), without a hit: at the top dose growth rescue, hits mostly activators; yeast expressing A-beta42, growth rescue, OD600, 48 h; response scale: 0% DMSO, 100% iron-clioquinol control; 0.063% of 410,000 active; note: potency is the fitted concentration of half-maximal effect; nearly all actives have a fitted effect of over 55% in size
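Yeast growth medium received pinned compounds, then yeast cells expressing toxic A-beta were added; plates incubated at 30 C for 48 hr. Growth read as absorbance at 600 nm, normalized to DMSO and equimolar FeCl3 plus clioquinol controls.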
aSyn yeast inh: rescues yeast growth from alpha-synuclein toxicity | AID 652106 | 0.14% of 370,000 active | Yeast expressing alpha-synuclein, growth rescue, BacTiter-Glo, 24 h | Potency, µM (titrated, usually from 46.1 µM), without a hit: at the highest dose growth rescue (activation), usual class: activators; note: potency is the fitted concentration of half-maximal effect; % of control where 0% means no effect; nearly all actives have a fitted effect of over 65% in size
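Readout is rescue of growth in alpha-synuclein-expressing yeast, so inhibitors of toxicity appear as activators. Growth after 24 hr at 30 deg C in galactose medium is quantified by luminescence.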
Numbers without * were called inactive; ? = inconclusive; / = no result given; [ ] = remark or other dose. Unless noted, calls come from the whole dose curve; as a rule, active = well fitted curve in the direction sought with a large enough effect; inconclusive = small, poorly fitted or top-dose-only effect, or another doubt; inactive = no such curve, though single readings can be large; an effect the other way counts as inactive or inconclusive. The list is partial; the hit share may differ from the screen's.

SMILES | FUS suppressor | EPAC2 antag | EPAC2 ag | D3 antag | DRD3 agonist | TDP-43 yeast inh | Abeta rescue | aSyn yeast inh
Cc1cccnc1NC(=O)c1csnn1 | -32.2% | -6.1% | 1.8% | 8.3 | 0.4 | -15.7% | -6.0% | -8.1%
COc1cc(OC)cc(C(=O)Nc2nnc(SCC(=O)NCC3CCCO3)s2)c1 (stereo unspecified) | 16.2% | 7.5% | 0.1% | 2.2 | 3.0 | 8.4% | -10.9% | -7.3%
NC(=O)c1oc2ccccc2c1NC(=O)c1ccc([N+](=O)[O-])o1 | -5.3% | 0.8% | 0.5% | 2.1 | 9.4 | ? | -11.6% | 10.4%
O=C(c1ccc(Cl)c(S(=O)(=O)N2CCCCC2)c1)N1CCCCC1 | 6.1% | -12.6% | -2.9% | -9.4 | -2.4 | -2.6% | -8.0% | 2.0%
COC(=O)[C@]1(Cc2ccccc2)N[C@H](CN(C)C(=O)NC(C)C)[C@@H]2C(=O)N(Cc3ccccc3)C(=O)[C@@H]21 | 11.8% | -5.1% | ? | -21.3 | -1.0 | -6.2% | -4.9% | 0.1%
CC1(C)Cc2nc3sc4c(N(CCO)CCO)nnnc4c3cc2CO1 | 0.6% | -4.4% | -2.6% | 2.2 | 9.8 | -2.8% | -6.5% | 0.0%
Cc1cc(C)c2c(CN3CCC(C)CC3)cc(=O)oc2c1C | -6.5% | -8.9% | 16.1% | -9.2 | -3.3 | 12.0% | -2.1% | -8.2%
N#C/C(=C/c1cn(-c2ccccc2)nc1-c1cccc(S(=O)(=O)N2CCOCC2)c1)C(=O)NCc1ccco1 | / | 8.4% | -4.6% | 0.0 | 8.2 | 18.5% | 9.6% | -4.6%
COC(=O)CSc1nnc(-c2ccccn2)n1Cc1ccco1 | -10.8% | 11.6% | 0.2% | 9.2 | 6.5 | 9.7% | -1.5% | -3.9%
COc1ccc(NC(=O)NC2(C(=O)N3CCCC(C)C3)CCCCC2)cc1 (stereo unspecified) | -5.1% | -3.2% | -2.3% | 1.1 | 2.0 | 4.7% | -7.2% | -6.5%
C=CCn1c(Sc2nnc(C)s2)nc2c1c(=O)[nH]c(=O)n2C | -4.4% | 2.5% | 1.4% | 11.5 | 0.6 | 6.1% | 21.4% | 0.0%
CCn1c(CNC(=O)C2CCCCC2)cc2ccccc21 | -0.4% | -0.8% | -2.1% | 6.3 | 1.6 | -3.5% | 6.1% | 3.8%

Overlap with the part before: 3 compounds, then new ones.
SMILES | FUS suppressor | EPAC2 antag | EPAC2 ag | D3 antag | DRD3 agonist | TDP-43 yeast inh | Abeta rescue | aSyn yeast inh
COc1ccc(NC(=O)NC2(C(=O)N3CCCC(C)C3)CCCCC2)cc1 (stereo unspecified) | -5.1% | -3.2% | -2.3% | 1.1 | 2.0 | 4.7% | -7.2% | -6.5%
C=CCn1c(Sc2nnc(C)s2)nc2c1c(=O)[nH]c(=O)n2C | -4.4% | 2.5% | 1.4% | 11.5 | 0.6 | 6.1% | 21.4% | 0.0%
CCn1c(CNC(=O)C2CCCCC2)cc2ccccc21 | -0.4% | -0.8% | -2.1% | 6.3 | 1.6 | -3.5% | 6.1% | 3.8%
CN(Cc1ccccc1)Cc1c(O)ccc2c(=O)c(-c3ccccc3)c(C(F)(F)F)oc12 | ? | / | / | / | 1.3 | -13.4% | -18.1% | 3.4%
COCCNC(=S)N1CCc2cc(OC)c(OC)cc2C1COc1ccc(C(C)C)cc1 (stereo unspecified) | 29.0% | -15.2% | -1.9% | -6.6 | -0.8 | 1.9% | 24.4% | 3.5%
C=C(C)C1CC=C(CN2CCC(O)CC2)CC1 (stereo unspecified) | -24.8% | -2.3% | 4.7% | ? | -25.3 | -18.5% | -1.1% | -3.1%
Cc1ccc(CNC(=O)c2cc3sccc3n2Cc2ccc(F)cc2)cc1 | -23.2% | / | / | / | -23.0 | -4.3% | -9.1% | /
CCC1(C)Cc2c(C#N)c(N)n(-c3ccccc3)c(=S)c2CO1 (stereo unspecified) | 8.8% | 1.3% | 6.6% | -5.5 | 0.9 | 21.9% | -3.6% | 3.1%
O=C(CSc1nnc(-c2ccc(Cl)cc2)n1-c1ccc(Cl)cc1)N/N=C/c1ccco1 | / | 1.5% | -10.5% | 28.3 | 5.1 | 1.8% | -6.3% | -1.7%
COc1ccc(N(CC(=O)Nc2ccccc2C(=O)N2CCCC2)S(=O)(=O)c2ccccc2)cc1 | 32.5% | 15.1% | -8.7% | 14.9 | 1.9 | -20.9% | 0.1% | -1.0%
COc1ccc(-c2nc3cc(C)c(Br)c(C)n3c2Cc2ccccc2)cc1OC | 13.9% | 2.1% | 10.6% | ? | 1.4 | 17.5% | -11.8% | 1.5%
c1coc(CNC2CCCCC2)c1 | 0.2% | 5.7% | 8.9% | -26.3 | -1.1 | 14.0% | 14.0% | -2.5%
O=C1Nc2c(c(=O)[nH]c(=O)n2-c2ccccc2F)C(C(F)(F)F)(C(F)(F)F)N1 | 6.3% | 1.9% | 2.1% | -10.0 | 1.5 | 11.1% | 3.4% | -5.3%
O=C(NCc1ccc(F)cc1)C(=O)NCC1OCCN1S(=O)(=O)c1cccs1 (stereo unspecified) | -3.2% | 8.0% | 8.2% | -11.8 | -5.6 | -11.3% | -27.6% | -0.2%
O=C(c1ccc(F)cc1)N1C2CCC1CC(O)(c1ccc(F)cc1)C2 (stereo unspecified) | 18.0% | -2.3% | 1.9% | -54.2* | -10.2 | 13.0% | 3.3% | 10.2%
Cc1ccc(Cn2cc(SCC(=O)Nc3nccs3)c3ccccc32)cc1 | 7.4% | 0.1% | 25.1% | -21.4 | -4.6 | 7.6% | -9.7% | 2.3%
COc1ccc(C(C)(C)C)cc1NC(=O)c1ccc2ncsc2c1 | 21.8% | -23.8% | 3.5% | 31.4 | 23.5 | ? | -16.7% | 6.5%
COc1ccc(-n2c(SCC(N)=O)nnc2-c2ccccc2F)cc1 | 4.1% | -1.6% | 10.3% | -11.1 | -0.1 | 13.0% | -15.0% | -2.3%
CN(CC(=O)Nc1ccncc1)S(=O)(=O)c1ccc(Br)cc1 | ? | -21.4% | 4.5% | 27.8 | -8.8 | -23.4% | 12.9% | -7.5%
CC(=O)NC(=S)Nc1ccc(-c2nc3ccc(C)cc3s2)cc1 | -6.7% | 6.4% | -0.8% | 3.2 | 2.4 | 1.1% | 7.5% | -13.1%
CCOc1ccc(C2C(C(=O)c3ccco3)=C(O)C(=O)N2CCCn2ccnc2)cc1 (stereo unspecified) | 1.4% | 7.8% | -5.5% | -19.7 | -4.0 | -3.2% | 0.2% | 1.7%
Cc1ccc(NC(=O)/C(C#N)=C/c2cccs2)c(C)c1 | -13.9% | 16.0% | 2.2% | 32.0 | 15.7 | 16.2% | 5.0% | 0.8%
Cc1cccc(C(C)C)c1NC(=O)c1ccc(CN(c2ccccc2)S(=O)(=O)c2ccccc2)cc1 | 8.8% | 1.6% | -3.9% | 11.9 | 5.2 | 2.7% | 3.0% | 1.3%
CCN(CC)CCNC(=O)c1sc2ncn(CC(=O)Nc3ccc(C)c(Cl)c3)c(=O)c2c1C | 22.5% | -1.6% | 8.9% | -8.1 | -15.1 | -4.1% | -2.8% | -3.3%
COCc1[nH]nc2c1C(c1c(F)cccc1Cl)C(C#N)=C(N)O2 (stereo unspecified) | -15.1% | -1.5% | 12.5% | ? | -0.7 | -4.5% | ? | 0.4%
Cc1c(Cl)cccc1NC(=O)CC1Sc2ccccc2NC1=O (stereo unspecified) | -33.4% | -4.7% | 1.8% | 9.5 | 0.0 | -1.5% | 2.1% | -0.1%
CC(=O)c1cccc(S(=O)(=O)N2CCC(C(=O)N(C)Cc3ccc(Cl)s3)CC2)c1 | 30.4% | -1.3% | 12.7% | -4.7 | -2.5 | 25.4% | 1.4% | 10.2%
COc1cccc(NC(=O)CSc2nc3ccccc3c(=O)n2CCCC(=O)NCC2CCCO2)c1 (stereo unspecified) | 25.4% | 1.8% | -6.2% | 12.5 | 3.7 | 5.3% | -0.9% | 6.4%
O=C1OCCN1C(=O)[C@H]1[C@H](c2ccc(F)cc2)C(c2ccccc2)=NN1c1ccccc1 | 26.5% | -18.8% | -3.8% | -2.9 | -19.7 | 10.6% | 0.0% | 10.0%
Cc1nc2nc(SCC(=O)NCCCN3CCCCCC3)nn2c(C)c1Cc1ccccc1Cl | 27.3% | 3.8% | 5.5% | -14.5 | -7.4 | -3.3% | 1.9% | 3.9%
COc1ccc(N2CCn3c2nc2c3c(=O)n(CCCc3ccccc3)c(=O)n2C)c(OC)c1 | 9.1% | -9.0% | 6.4% | 29.5 | 2.7 | ? | -13.5% | -4.4%
Cc1cccc(NC(=O)C(=O)c2cc(C)n(-c3ccccc3)c2C)c1C | 9.2% | / | / | / | -13.0 | 0.0% | -4.2% | /
Cc1cccc(N2CCN(Cc3cnc(Cl)s3)CC2C)c1 (stereo unspecified) | 0.3% | -5.2% | 4.4% | -9.2 | -13.1 | -6.5% | -3.8% | 0.1%
O=C(c1ccc(=O)oc1)N1CCCc2ccccc21 | ? | -16.0% | 7.9% | -63.3* | -1.0 | 0.2% | -29.2% | -3.1%
CCOC(=O)N1CCN(S(=O)(=O)c2ccc3c(c2)oc(=O)n3C)CC1 | 21.6% | 9.6% | -8.8% | -7.4 | 5.7 | -16.9% | 5.2% | 0.0%
COC(=O)c1sccc1S(=O)(=O)N(CC(=O)Nc1c(C)cccc1C)c1ccc(C)c(C)c1 | ? | / | / | / | -1.5 | 10.4% | -14.0% | /
CCOc1ccccc1NC(=O)NCc1ccc(F)cc1 | -4.9% | -3.9% | -5.4% | -9.0 | -17.7 | -15.1%[0.397 µM] | -18.2% | -4.5%
O=C1OCC2=C1C(c1ccc3c(c1)OCO3)c1cc3c(cc1O2)OCO3 (stereo unspecified) | / | 8.5% | -8.2% | -0.2 | 6.2 | -3.0% | -1.6% | -2.3%
O=C(NCc1ccc(Cl)c(Cl)c1)c1cc(C2CCCCN2C(=O)C2CCCCC2)on1 (stereo unspecified) | ? | 1.8% | 12.9% | -8.8 | -12.8 | 10.8% | 2.3% | -1.6%
